High-throughput results: PubChem BioAssay, several laboratories
SR-BI DiI inh – inhibitors of mouse SR-BI mediated HDL lipid uptake. Q61009. ldlA[mSR-BI] CHO cells, DiI-HDL uptake fluorescence, 3 h. inhibition, % at 12.5 µM. 320,000 tested, 0.96% active. AID 488896;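 active means mean replicate inhibition of at least 70% and a set share of replicates each scoring 70 or more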;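 further: 0% = median of neutral control wells and 100% = median of positive control wells; values of inactives mirror those of a sister screen read the other way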
DAGLB inh – diacylglycerol lipase beta (human) inhibition. HEK293T DAGLB membrane lysate, EnzChek fluorogenic substrate. inhibition, % at 5.17 µM. 340,000 tested, 0.059% active. AID 504411; in the data active means inhibition above about 34%;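 further: 0% = enzyme with vehicle and 100% = wells lacking enzyme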
PvdQ inh – P. aeruginosa PvdQ acylase inhibition; purified PvdQ acylase, fluorescence plate reader; inhibition, % at 10 µM; 340,000 tested, 0.063% active; in the data active means inhibition above about 30%, passing the limit was not always enough;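 further: 0% = vehicle neutral wells and 100% = reference inhibitor wells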
Keap1-Nrf2 PPI – disrupts human Keap1 binding to Nrf2 peptide; 340,000 tested, 0.15% active; inhibition, % at 9.4 µM; AID 504523; Q14145; Keap1 Kelch-Nrf2 peptide fluorescence polarization, 1536-well; in the data active means inhibition above about 12%;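 further: human Keap1 Kelch domain with fluorescein labeled Nrf2 9mer peptide probe; 0% = neutral control wells and 100% = peptide positive control; higher means more block of Keap1 binding to Nrf2 peptide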
Target sequence (Q14145 whole entry, looked up, the tested form may be a part): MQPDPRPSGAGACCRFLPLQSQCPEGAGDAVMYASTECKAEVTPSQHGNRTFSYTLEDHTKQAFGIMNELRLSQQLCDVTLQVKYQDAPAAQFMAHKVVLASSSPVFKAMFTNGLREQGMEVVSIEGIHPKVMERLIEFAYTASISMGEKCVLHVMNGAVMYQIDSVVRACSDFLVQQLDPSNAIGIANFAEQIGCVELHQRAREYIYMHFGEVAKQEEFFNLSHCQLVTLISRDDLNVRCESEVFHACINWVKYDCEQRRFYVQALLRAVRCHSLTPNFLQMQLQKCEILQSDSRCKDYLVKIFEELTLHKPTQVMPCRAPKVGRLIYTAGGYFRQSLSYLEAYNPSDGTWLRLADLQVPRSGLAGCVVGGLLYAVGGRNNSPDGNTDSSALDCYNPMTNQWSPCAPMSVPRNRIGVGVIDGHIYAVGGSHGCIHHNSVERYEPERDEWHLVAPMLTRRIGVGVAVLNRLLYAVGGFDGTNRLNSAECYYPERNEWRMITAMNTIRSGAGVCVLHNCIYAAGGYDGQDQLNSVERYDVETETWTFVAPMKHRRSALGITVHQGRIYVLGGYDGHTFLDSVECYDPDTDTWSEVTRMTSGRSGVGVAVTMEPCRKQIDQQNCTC
NSD2 HMT inh – inhibitors of human histone methyltransferase NSD2; O96028; NSD2 peptide methylation, AlphaScreen, 120 min; inhibition, % at 12.5 µM; 310,000 tested, 0.54% active; in the data active means inhibition above about 50%
PKA-R2B act – activators of human PKA-R2B complex; P22694+P31323; PKA-R2B holoenzyme dissociation, Cy5-IP20 fluorescence polarization; R2B truncated from residue 108, S112A mutant; 0% DMSO only, 100% 113 µM cGMP; activation, % at 11.4 µM; 340,000 tested, 0.079% active;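 active means activation above a cutoff set at the mean over all compounds plus 3 SD, cut at about 18% in these data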;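 further: higher means more holoenzyme dissociation and a rise in polarization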
Target sequence (P31323 whole entry, looked up, other chains not shown, the tested form may be a part): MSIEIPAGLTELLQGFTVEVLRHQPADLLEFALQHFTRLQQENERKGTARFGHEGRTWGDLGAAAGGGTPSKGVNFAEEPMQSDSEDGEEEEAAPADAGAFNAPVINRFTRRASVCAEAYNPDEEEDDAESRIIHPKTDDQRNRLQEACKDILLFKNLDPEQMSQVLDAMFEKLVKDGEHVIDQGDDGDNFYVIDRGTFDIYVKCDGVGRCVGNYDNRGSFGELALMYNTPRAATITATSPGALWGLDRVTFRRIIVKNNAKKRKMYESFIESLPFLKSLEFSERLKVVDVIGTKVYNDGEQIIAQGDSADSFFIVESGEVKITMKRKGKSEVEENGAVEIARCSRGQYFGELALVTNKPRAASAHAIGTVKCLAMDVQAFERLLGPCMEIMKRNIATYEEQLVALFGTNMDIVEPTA
Arr AP2 block – human beta-arrestin and AP2 interaction inhibition; inhibition, % at 10 µM; FITC-arrestin peptide / GST-AP2 beads, flow cytometry; AP2 beta2 appendage carries R879A mutation; 340,000 tested, 0.31% active; AID 504490;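 active means inhibition above a set limit, near 3 SD of compounds lacking own fluorescence, cut at about 54% in these data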;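 further: plate controls were DMSO wells for no effect and 5 µM unlabelled arrestin peptide for full effect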
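system = GST-tagged AP2 beta2-adaptin appendage (R879A) on 4 µm glutathione beads | reagent = FITC-labelled arrestin peptide probe, 50 nM final | schedule = compound with beads 12 min RT, then probe 1 h RT | signal = HyperCyt-sampled flow cytometry, FL1 channel, ex 488/em 535 nm | read-out = percent response from loss of bead-bound FITC fluorescence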
SR-BI uptake up – SR-BI HDL lipid transfer activation | CHO ldlA[mSR-BI] cells, DiI-HDL uptake fluorescence, 3 h; 100 = double the neutral-control signal | activation, % at 12.5 µM | 320,000 tested, 0.096% active;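 active means mean replicate activation of at least 60% and every replicate at or above 60%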;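 further: 0% = median plate neutral-control signal and 100% = twice that signal; values of inactives mirror those of a sister screen read the other way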
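Material: SR-BI-overexpressing, LDLR-lacking CHO cells | Dosing: Single compound concentration, delivered by pin transfer | Probe or stimulus: Labelled HDL, 10 µg/mL | Signal: Bottom-read cell fluorescence after medium removal, ex 550/em 595 nm | Schedule: 3 h, 37 °C | Evaluation: HDL uptake via cellular fluorescence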
LANA DNA inh – inhibitors of KSHV LANA C-terminal domain DNA binding; 340,000 tested, 0.078% active; inhibition, % at 9 µM; AID 504423; MBP-C-LANA/FAM-LBS DNA binding, fluorescence polarization;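 active means highest replicate inhibition at or above 60% at 9 µM, even if other replicates fall short; inactive means all replicates below 60% inhibition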;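 further: 0% = neutral control wells and 100% = 4 µM acridine orange control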
Cardiac RTF inh – cardiac RTF calcium desensitization. IANBD-labeled cardiac RTF, Ca2+ fluorescence. AID 493244. inhibition, % at 7.15 µM. 340,000 tested, 0.12% active. P19429+P45379;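 active means inhibition above the mean inhibition of all tested compounds plus 3 SD, cut at about 17% in these data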;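 further: assay run at fixed EC70 calcium of 1.6 mM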
Active calls of the source: *; nt = not tested or not shown; & = joins results of further samples.

Start of the listing, in advance, 3 compounds:
canonical_smiles,SR-BI DiI inh,DAGLB inh,PvdQ inh,Keap1-Nrf2 PPI,NSD2 HMT inh,PKA-R2B act,Arr AP2 block,SR-BI uptake up,LANA DNA inh,Cardiac RTF inh
CC1CCCC(C)N1C(=O)COC(=O)c1ccc2ccccc2n1 (stereo not drawn),-30,1,-19,-6,-4,8,1,30,1.5,0
CC[C@@]12C(=O)N(c3cccc(Cl)c3)C(=O)N1[C@H](c1cccc(C)c1)[C@@H]1C(=O)N(Cc3ccccc3)C(=O)[C@@H]12,3,-2,-2,-2,nt,-3,37,-3,1.0,10
CCOC(=O)CCc1nc2ccccc2[nH]1,-3,0,10,2,-5,-11,2,3,-0.5,-5

Results, from the first entry:
canonical_smiles,SR-BI DiI inh,DAGLB inh,PvdQ inh,Keap1-Nrf2 PPI,NSD2 HMT inh,PKA-R2B act,Arr AP2 block,SR-BI uptake up,LANA DNA inh,Cardiac RTF inh
CC1CCCC(C)N1C(=O)COC(=O)c1ccc2ccccc2n1 (stereo not drawn),-30,1,-19,-6,-4,8,1,30,1.5,0
CC[C@@]12C(=O)N(c3cccc(Cl)c3)C(=O)N1[C@H](c1cccc(C)c1)[C@@H]1C(=O)N(Cc3ccccc3)C(=O)[C@@H]12,3,-2,-2,-2,nt,-3,37,-3,1.0,10
CCOC(=O)CCc1nc2ccccc2[nH]1,-3,0,10,2,-5,-11,2,3,-0.5,-5
Cc1ccc(S(=O)(=O)N2CCN(C(=O)COC(=O)c3oc4ccccc4c3C)CC2)cc1,32,0,-13,-2,-13,-7,-13,-32,1.0,-6
O=C(COC(=O)CCc1ccccc1)Nc1cc(S(=O)(=O)N2CCOCC2)ccc1N1CCCC1,-2,1,1,-1,1,6,6,2,-0.8,-1
Cc1ccc(SCCC(=O)N2CCN(S(=O)(=O)c3ccccc3)CC2)cc1,9,-2,-19,-5,0,8,6,-9,-1.5,-3
Cc1c(Cc2ccccc2)c(=O)oc2cc(OCc3nn[nH]n3)ccc12,-12,5,-7,-2,1,5,4,12,1.2,0
CCN(Cc1ccccc1)S(=O)(=O)c1ccc(C(=O)N(CCCN(C)C)c2nc3cc4c(cc3s2)OCO4)cc1,10,2,-8,-5,3,-4,-6,-10,-1.5,-8
CC(C)[C@H](NC(=O)OC(C)(C)C)C(=O)N/N=C/c1ccc2nccnc2c1,0,1,-14,-4,nt,-4,-1,0,-0.1,-4
COc1ccc([C@@H]2CC=C(C(=O)O)[C@H](c3ccc(Cl)cc3)N2S(=O)(=O)c2ccccc2C)cc1,2,8,-10,-1,nt,7,38,-2,0.3,-14
CCn1c(SCc2cccc(F)c2)nnc1-c1cccnc1,-13,-4,-18,-5,2,5,-3,13,-1.4,-10
O=C(NCc1ccco1)C1CC(=O)N(c2ccc(F)cc2)C1 (stereo not drawn),-2,-3,0,-3,-1,6,33,2,-1.6,-16
O=C(Nc1ccc(Cn2cccn2)cc1)c1ccc(COc2ccccc2Br)cc1,20,-5,11,1,-23,-4,6,-20,1.1,3
COc1ccc(CCNC(=O)Nc2cc(F)c(F)cc2Cl)cc1OC,38,-6,-16,-1,-2,4,8,-38,-2.2,-3
CCOC(=O)/C=C(\C)Nc1cc(C)nn1-c1ccccc1,0,-2,-8,0,0,5,-12,0,0.4,-15
CC(C)CC(=O)Nc1c2c(nn1-c1ccc(F)cc1)CS(=O)(=O)C2,-1,-1,-7,6,2,12,2,1,-0.9,-3
COc1ccc(OC)c(C(=O)N2CCC(n3nccc3NC(=O)CC(C)C)CC2)c1,-13,1,-12,3,0,5,-17,13,-1.0,0
Nc1nonc1-n1nnc(C(=O)N/N=C/c2ccccn2)c1-c1ccccc1,8,1,5,-5,-4,-2,7,-8,-0.7,-8
O=C(CCc1ccc(S(=O)(=O)N2CCOCC2)cc1)Nc1ccc(N2CCOCC2)cc1,4,0,-8,2,-3,-16,8,-4,-0.7,2
CN(CC(=O)Nc1c(Cl)cccc1Cl)C(=O)CNC(=O)c1sc2ccccc2c1Cl,39,-3,-8,1,12,-1,-3,-39,-0.1,-3
COc1ccc(C2Nc3ccccc3C(=O)N2c2ccccc2)cc1COc1ccccn1 (stereo not drawn),-16,1,-13,0,nt,-8,0,16,3.5,-2
O=C(c1cc(-c2cccs2)on1)N1CCc2ccccc2C1,-1,-6,-10,-5,-2,-2,-1,1,-1.4,-9
O=C(CN1CCN(C(=O)c2ccccc2)CC1)Nc1cc(S(=O)(=O)N2CCCC2)ccc1Cl,24,0,-7,-6,0,4,-1,-24,2.4,-5
Fc1cccc(Cl)c1CSc1ccc2nnc(-c3ccccn3)n2n1,3,1,-9,0,-4,6,6,-3,2.1,-1
CCOC(=O)C1=C(C)N(C)C(=O)NC1c1ccc2c(c1)OCO2 (stereo not drawn),14,-2,-14,-6,-1,9,-9,-14,-1.4,-7
CCOc1ccc(C(=O)N2CCC3(CC2)NCCc2[nH]cnc23)cc1OCC,-36,0,9,0,3,-8,13,36,6.6,-2
COc1ccc(OC)c(CNc2ccc(F)c(Cl)c2)c1,25,-2,-10,-1,-2,-1,-2,-25,1.0,-5
N=c1c2c(ncn1Cc1ccco1)Oc1cc(O)ccc1C2c1ccccc1 (stereo not drawn),40,3,-5,-13,2,-6,-8,-40,10,0
COc1ccc(C(CC(=O)O)NC(=O)Cc2ccccc2)cc1 (stereo not drawn),-8,2,-2,-1,-4,13,11,8,-0.6,-2
COc1cc(/C=N/NC(=O)CNC(=O)c2ccncc2)ccc1O,6,-1,-15,-1,1,-15,-10,-6,1.0,-3
O=c1[nH]nc(Cc2ccc(Cl)cc2)c2ccccc12,-35,0,-8,1,1,-8,0,35,-1.1,8
CC(C)c1cc(CNC(=O)c2ccc(OC3CCN(Cc4ccccn4)CC3)cc2)on1,16,2,-25,-2,6,7,-6,-16,2.3,2
COc1c2ccoc2c(OC[C@@H](O)C(C)(C)O)c2oc(=O)ccc12,-13,1,-12,-1,nt,7,-4,13,-1.9,-8
COc1ccccc1/C=C/C=N/NC(=O)c1ccc(=O)n(C)c1,8,1,7,-4,0,-7,12,-8,3.3,-3
Cc1ccccc1-c1nc(CS(=O)(=O)CC(=O)NCCN2CCOCC2)c(C)o1,-4,0,-13,-5,nt,1,-8,4,0.4,2
COCCN(Cc1cc2cc(C)ccc2[nH]c1=O)S(=O)(=O)c1ccc(Cl)cc1,15,-1,-13,-8,5,-1,-2,-15,2.2,-5
COc1ccc(NC(=O)c2cc(S(=O)(=O)N3CCc4ccccc43)cn2C)cc1,24,-2,7,4,nt,-3,30,-24,-0.7,-6
CC(C)(C)C(=O)/C(C#N)=C/c1cccs1,9,-4,5,0,-2,-7,2,-9,-0.4,2
COC(=O)c1ccn(CC(=O)NC2CCCCC2)n1,-4,0,-11,-5,2,-1,-14,4,1.4,2
COCc1nnc(NC(=O)c2ccc(NC(=O)C(C)C)cc2)s1,nt,0,-8,-2,0,-8,0,nt,-1.4,-1
CC(C)N(Cc1ccccc1)S(=O)(=O)c1cccs1,-33,-6,8,0,-2,-1,35,33,0.2,-1
Cc1ccc2[nH]c3c(=O)n(CCc4cnc[nH]4)cnc3c2c1,17,2,-11,2,0,-5,4,16,0.3,8
Cc1cc(C)c2nc(NNC(=O)c3ccc(S(=O)(=O)N4CCCC(C)C4)cc3)sc2c1 (stereo not drawn),115*,-2,11,-2,nt,3,1,-115,0.0,-4
Cc1ccccc1C(=O)NC(=S)Nc1ccc(Cc2ccncc2)cc1,-2,1,-10,-3,-1,-10,9,2,-2.1,2
CCOC(=O)c1c(C)[nH]c(C)c1C(=O)CSc1nc2ccccc2c(=O)n1-c1ccc(Cl)cc1,2,-3,-15,4,-1,-10,-14,-2,0.8,-2
C=CC[C@@H](CC(=O)NCCO)C(=O)N[C@@H](COC(=O)[C@@H](CC=C)CC(=O)OC(C)(C)C)Cc1c[nH]c2ccccc12,59,-1,-11,0,nt,-22,6,-59,0.8,-7
Cc1cc(C(=O)N2CCN(c3ccccc3)CC2)no1,-15,-6,12,4,0,3,7,15,-1.4,-1
CC(=O)c1ccc(NC(=S)N(C)C2CCN(C)CC2)cc1,7,-1,0,-4,3,-5,18,-7,-0.3,3
COc1ccc(C(C(=O)NC2CCCCC2)N(C(=O)c2csnn2)C2CC2)cc1 (stereo not drawn),-11,0,-13,-2,-3,-4,-3,11,0.8,0
Cc1ccc(C(=O)OCC(=O)N(CC(C)C)c2c(N)n(Cc3ccccc3)c(=O)[nH]c2=O)o1,-8,0,-9,-1,1,-9,5,8,1.8,-21
Cc1cccc(N2CCN(C(=O)C3CCN(S(=O)(=O)N4CCOCC4)CC3)CC2C)c1 (stereo not drawn),10,0,-8,6,-2,2,27,-10,-0.5,5
Cc1nnc(SCc2ccc(F)cc2)s1,-30,-4,-8,-6,-3,-7,-3,30,-0.5,2
COc1ccc(S(=O)(=O)N2CCOCC2)cc1C(=O)N(C)Cc1ccco1,-16,2,-14,-4,-1,-8,-7,16,-0.6,-12
O=C(OCC(=O)N1CCOCC1)c1ccc2ccccc2c1O,19,-6,-15,-2,0,0,3,-19,-0.3,-4
CC(C)(C)c1ccc(S(=O)(=O)N(CCCN2CCOCC2)Cc2cccs2)cc1,-11,-4,-5,3,1&4,-12,-13,11,2.9,-6
CCN(CC)S(=O)(=O)c1cccc(-c2nnc(SCCCC(=O)c3ccccc3)o2)c1,-3,-3,-9,-2,0,3,-7,3,-0.5,2
CCS(=O)(=O)N1CCC(C(=O)NCCCOC)CC1,-27,-2,1,2,9,-1,5,27,-0.2,4
COC(=O)c1[nH]c2ccc(C)cc2c1NC(=O)C1=COCCO1,-5,0,13,0,1,-2,29,5,1.1,-6
O=C(Nc1cccc(-c2cn3ccccc3n2)c1)c1ccccc1,39,-1,5,-2,-4,-15,-2,-39,1.1,-7
CC(COc1cccc2ccccc12)CN1CCN(C)CC1 (stereo not drawn),-19,0,-6,-2,nt,-8,-1,19,0.7,1
COc1cc(C2C(C#N)=C(N)Oc3c2ccc2ccccc32)ccc1OCC(=O)Nc1cccc(C)c1 (stereo not drawn),28,-2,-1,4,-1,-6,30,-28,0.7,-9
